uPA generation: qHTS for Inhibitors of Cell Surface uPA Generation. cell surface uPA generation assay, qHTS. Potency, µM (top dose mostly 38.3 µM), without a hit: top-dose activity change, negative = inhibition, hits mostly inhibitors. hit rate 0.31% among 330,000. AID 540303, 2011; active = well fitted inhibition curve with a large enough effect; inconclusive = small, poorly fitted or top-dose-only effect; inactive = no such curve, though single readings can be large or run the other way; tested in mouse RAW 264.7 cells; note: potency is the fitted concentration of half-maximal effect; % is set by controls: 0 for no effect and ±100 for the full control effect; nearly all actives have a fitted effect of over 55% in size
USP2a block: qHTS Assay for Inhibitors of Ubiquitin-specific Protease USP2a Using CHOP2 as the Reporter; USP2 core, Ub-CHOP2 coupled fluorogenic reporter, 485/531; Ubiquitin carboxyl-terminal hydrolase 2 (Homo sapiens), O75604; AID 463254, 2010; Potency, µM (highest dose often 38.3 µM), for inactives: at the top dose activity change, negative = inhibition, most hits filed as inhibitors; hit rate 0.01% among 330,000;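 note: potency is the fitted concentration of half-maximal effect; plate controls were DMSO wells for no effect and full inhibition by NEM control for full effect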
Target sequence (O75604 whole entry, looked up): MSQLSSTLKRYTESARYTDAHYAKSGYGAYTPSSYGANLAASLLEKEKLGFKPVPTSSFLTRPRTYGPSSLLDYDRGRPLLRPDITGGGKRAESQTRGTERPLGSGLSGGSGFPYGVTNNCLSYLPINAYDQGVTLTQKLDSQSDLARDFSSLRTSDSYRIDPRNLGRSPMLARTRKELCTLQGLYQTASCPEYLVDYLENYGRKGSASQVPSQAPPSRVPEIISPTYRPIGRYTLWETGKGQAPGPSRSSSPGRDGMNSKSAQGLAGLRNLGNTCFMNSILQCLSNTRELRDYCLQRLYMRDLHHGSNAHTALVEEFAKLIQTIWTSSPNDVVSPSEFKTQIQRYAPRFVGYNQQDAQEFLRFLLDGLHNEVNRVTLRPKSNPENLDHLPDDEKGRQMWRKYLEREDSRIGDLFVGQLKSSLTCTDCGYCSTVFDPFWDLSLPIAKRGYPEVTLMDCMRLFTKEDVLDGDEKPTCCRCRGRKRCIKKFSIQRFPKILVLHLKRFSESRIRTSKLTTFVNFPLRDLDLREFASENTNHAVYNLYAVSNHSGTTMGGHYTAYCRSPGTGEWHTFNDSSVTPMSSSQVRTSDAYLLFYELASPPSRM
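Deubiquitinase activity read as fluorescence (485/531 nm) after Ub-CHOP2 cleavage activates the enterokinase reporter on its substrate; USP2 core 10nM, Ub-CHOP2 and substrate 25nM each, 30min compound preincubation then 60min RT; data normalized to NEM, curves fitted.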
BRCA1 expr up: qHTS Assay to Identify Small Molecule Activators of BRCA1 Expression; MCF7-BRCA1-FFLuc reporter, luminescence, 48 h; response scale: scaled: vehicle 0%, 10 µM genistein 100%; Potency, µM (top dose mostly 46.1 µM), for inactives: at the highest dose activation, most hits filed as activators; hit rate 1.1% among 380,000; AID 624202, 2012; note: potency is the fitted concentration of half-maximal effect; nearly all actives have a fitted effect of over 80% in size; some results filed as inactive show a strong effect at the top dose
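48 h compound treatment of MCF7-BRCA1-FFLuc cells (phenol-red free MEM, 37 °C), then 15 min with luciferase substrate and luminescence imaging.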
ELG1 genotoxic: qHTS screen for small molecules that induce genotoxicity in human embryonic kidney (HEK293T) cells expressing luciferase-tagged ELG1; HEK293T ELG1-luciferase reporter, luminescence, 16 h; Potency, µM (doses to about 46 µM), without a hit: at the highest dose activity change, positive = activation, actives largely listed as activators; hit rate 1.3% among 330,000; AID 504466, 2011; note: potency is the fitted concentration of half-maximal effect; % of control where 0% means no effect; nearly all actives have a fitted effect of over 60% in size
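Quantitative HTS format in 1536-well plates. HEK293T ELG1-luciferase reporter cells receive test compound and are incubated 16 hr at 37 °C, 5% CO2; ONE-Glo added, 30 min room temperature, then luminescence read.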
a7 integrin act: qHTS for Activators of Integrin-Mediated Alleviation for Muscular Dystrophy; alpha7betagal myoblasts, beta-gal FDG fluorescence, 48 h; Potency, µM (doses to about 38.3 µM), for inactives: top-dose activation, usual class: activators; hit rate 0.064% among 350,000;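 note: potency is the fitted concentration of half-maximal effect; 100% = response of the positive control SU9516; nearly all actives have a fitted effect of over 60% in size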
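Alpha7betagal+/- myoblasts (passage 13) were plated 16-24 hr, then exposed to compounds (1:260 dilution of DMSO stock) for 48 hours at 37C. After MPER lysis, β-galactosidase reporter activity was read as FDG fluorescence (ex 480/em 540) after 30 minutes.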
S-ASM inh: Inhibitors of Secretory Acid Sphingomyelinase (S-ASM): qHTS; placental ASM, HMU-PC fluorogenic substrate, 60 min; Potency, µM (doses to about 57.5 µM), for the others: at the highest dose activity change, negative = inhibition, usual class: inhibitors; hit rate 0.006% among 340,000; AID 504937, 2011; note: potency is the fitted concentration of half-maximal effect
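Fluorescence read-out (Ex 386 nm, Em 447 nm) after stopping the reaction at pH 10. Enzyme: ASM from human placenta; substrate HMU-PC0, 9 uM final; 60 min, 37 °C. Compound preincubation 10 min, ambient temperature.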
TRPV1 ag: HTS Assay for Compounds that Act as Agonists of the Vanilloid Receptor 1; Transient receptor potential cation channel subfamily V member 1 (Homo sapiens), Q8NER1; TRPV1-expressing cells, Fluo-8 calcium influx, agonist mode; activation, % at 8.33 µM; hit rate 0.19% among 320,000; AID 540275, 2011; in the data active = activation above about 80%; inconclusive = between about 30% and that limit; note: 0% is about no effect
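TRPV1-expressing cells were cultured overnight at 35.5C and loaded with Fluo-8 calcium dye for 40 to 90 min at room temperature. After a 10 s baseline, compound was added and calcium influx was read kinetically for 3 min (ex 480/em 520 nm).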
p53 reactivation: qHTS assay for re-activators of p53 using a Luc reporter | AID 504706, 2011 | H1299 p53-A138V BP100-luciferase reporter, luminescence, 24 h | Potency, µM (highest dose often 92.2 µM), without a hit: top-dose activity change, positive = activation, actives largely listed as activators | hit rate 0.063% among 320,000; note: potency is the fitted concentration of half-maximal effect; % of control where 0% means no effect; nearly all actives have a fitted effect of over 45% in size
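H1299 (p53-null), stable ts p53-A138V + BP100-Luc; 1000 cells/well, Opti-MEM/10% FBS; cpd 4 pt, 1:5; 24 h, 37 deg C, 5% CO2; detection reagent 10 min RT; luminescence.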
PTAP TSG101 blk: qHTS Assay for Iinhibitors of HIV-1 Budding by Blocking the Interaction of PTAP/TSG101 | Potency, µM (top dose mostly 115 µM), for the others: at the top dose activity change, negative = inhibition, usual class: inhibitors | Tumor susceptibility gene 101 protein (Homo sapiens), Q99816 | 340,000 tested, under 10 active | Fluorescence polarization, FITC-PTAP peptide / Tsg101 binding | AID 493005, 2010; active = well fitted inhibition curve with a large enough effect in the main read-out, with a control signal flat, not every such curve was filed as active; inconclusive = small, poorly fitted or top-dose-only effect, or effect the other way, or a change in a side signal; inactive = no such curve, though single readings can be large or run the other way; note: potency is the fitted concentration of half-maximal effect; % of control where 0% means no effect
Target sequence (Q99816 whole entry, looked up): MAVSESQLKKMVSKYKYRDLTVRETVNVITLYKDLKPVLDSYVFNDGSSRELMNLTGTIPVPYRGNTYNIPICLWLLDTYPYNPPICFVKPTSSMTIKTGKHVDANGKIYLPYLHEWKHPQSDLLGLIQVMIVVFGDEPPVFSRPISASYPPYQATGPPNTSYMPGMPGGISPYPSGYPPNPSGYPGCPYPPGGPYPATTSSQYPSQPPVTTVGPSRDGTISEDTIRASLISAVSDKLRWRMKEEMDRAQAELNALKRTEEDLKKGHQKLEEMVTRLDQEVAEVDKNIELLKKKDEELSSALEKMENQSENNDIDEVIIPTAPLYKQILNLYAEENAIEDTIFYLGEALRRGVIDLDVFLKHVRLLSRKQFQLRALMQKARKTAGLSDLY
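Steps: Tsg101 binding domain dispensed (10 uM final), compounds pinned in DMSO, FITC-labeled PTAP-motif peptide added (50 nM final); after 20 min binding at room temperature, polarization measured.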
Eya2 phos inh: qHTS Assay for Inhibitors of the Phosphatase Activity of Eya2; Protein phosphatase EYA2 (Homo sapiens), O00167; recombinant Eya2, OMFP fluorescence dephosphorylation (OMFP is methylfluorescein phosphate); Potency, µM (series often up to 76.9 µM), without a hit: at the top dose activity, negative = inhibition, actives largely listed as inhibitors; hit rate 0.006% among 330,000; note: potency is the fitted concentration of half-maximal effect; % is set by controls: 0 for no effect and ±100 for the full control effect
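Eya2 (0.2 uM) preincubated 10 min at ambient with compound, then OMFP substrate added at 50 uM; 10 min reaction in 50 mM HEPES pH 7.5, 50 mM NaCl, 5 uM MgCl2, 0.05% BSA, 1 mM DTT. Fluorescence read at Ex 485/Em 525 nm.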
B2AR arrestin: qHTS assay of beta-arrestin-biased ligands of beta2-adrenergic receptor | beta-arrestin recruitment to beta2AR, cell-based reporter | Potency, µM (titrated, usually from 46.1 µM), without a hit: top-dose activation, usual class: activators | hit rate 0.02% among 330,000;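 note: potency is the fitted concentration of half-maximal effect; 0% = DMSO controls and full agonism = EC100 isoproterenol or metaproterenol; nearly all actives have a fitted effect of over 65% in size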
Numbers without * were called inactive; ? = inconclusive; / = no result given; [ ] = dose if it differs, or a comment. Unless noted, calls come from the whole dose curve; as a rule, active = well fitted curve in the direction sought with a large enough effect; inconclusive = small, poorly fitted or top-dose-only effect, or another doubt; inactive = no such curve, though single readings can be large; an effect the other way counts as inactive or inconclusive. The order is random (roughly 2.6% active in at least one column).

SMILES | uPA generation | USP2a block | BRCA1 expr up | ELG1 genotoxic | a7 integrin act | S-ASM inh | TRPV1 ag | p53 reactivation | PTAP TSG101 blk | Eya2 phos inh | B2AR arrestin
CCO[C@@H]1OC(C(=O)O)=C[C@H](C2CCCCC2)[C@H]1CCCO | 4% | 0% | 0% | 5% | -2% | 3% | 2 | 1% | 1% | 3% | 0.1%
Cc1nn(C)c(C)c1CCC(=O)N1CCCC(C(=O)c2cccc(OC(C)C)c2)C1 (configuration not stated) | -8% | -1% | 1% | 0% | -59%[inhibitor] | -3% | 2 | 4% | -1% | -1% | -0.8%
S=c1nccc(-c2cc(Cl)sc2Cl)[nH]1 | 7% | 5% | 0% | -3% | 1% | 2% | -8 | 1% | -6% | -7% | -1.0%
Cc1cc(C)c(C)c(S(=O)(=O)N2CCN(c3ncnc4sc(C)c(C)c34)CC2)c1C | 9% | 4% | -18% | -9% | ? | 0% | 2 | 1% | 1% | 6% | 0.0%
CNS(=O)(=O)c1ccc(N2CCCC2)c([N+](=O)[O-])c1 | -8% | 5% | 11% | 0% | 20% | -6% | -2 | -4% | 4% | -7% | -0.2%
O=C(O)C(=O)Nc1nc(-c2ccc3c(c2)OCCO3)cs1 | -8% | 2% | 49% | 16% | -40% | 4% | -3 | 28% | 1% | -3% | -0.5%
Cn1cccc1/C=N/NC(=O)c1cc2ccccc2cc1O | 4% | -5% | 53% | ? | 7% | 0% | ? | 23% | -3% | -12% | -0.1%
COc1ccc(C(NC(=O)c2cccnc2)c2cc(Cl)c3cccnc3c2O)cc1OC (configuration not stated) | -2% | 0% | -44% | -9% | -1% | -5% | 10 | 4% | -5% | 4% | 0.5%
COc1ccc(NC(=O)CSc2nnc(-c3ccccc3C)n2N)cc1OC | 1% | 2% | -5% | 0% | 8% | 2% | -1 | -4% | -7% | -4% | -0.3%
O=C(NC1CCCCCCC1)C1CCN(c2nc3ccccc3o2)CC1 | / | 4% | -71% | ? | -16%[7.66 µM] | -2% | 0 | -10% | -6% | 8% | 0.1%
O=C(NCCCN1CCOCC1)/C(=C/c1ccco1)NC(=O)c1ccccc1 | 1% | 2% | 0% | 3% | 11% | 2% | 1 | -1% | -1% | 10% | -0.1%
COc1cc(C#Cc2c(-c3cncn3C)n(C)c3ccc(-c4cnc(OC)nc4)cc23)cc(OC)c1 | -26% | -1% | -59% | -13% | -36% | ? | -1 | -13% | -1% | 3% | 0.0%
O=C(NCc1cccnc1)Nc1cccc(Cl)c1Cl | 2% | -1% | -8% | 11% | 20% | 0% | ? | -2% | -3% | 7% | -0.9%
COc1ccc(OCc2nnc(SCC(=O)N3CCCCC3)o2)cc1 | 4% | 0% | -11% | 0% | -9% | 2% | 4 | -2% | -4% | 13% | -0.9%
O=C(NC(c1ccccc1)c1ccccc1)N1CCOCC1 | 2% | 0% | -14% | 0% | 9% | 2% | 7 | -2% | 1% | 6% | 0.4%
O=C(OCc1ccccc1)N1CCC2CC1c1c(-c3ccc(C(F)(F)F)cc3)cccc12 (configuration not stated) | 7% | / | 11% | / | 31% | 0% | / | / | 0% | / | /
CN(C)CCCNCCCNC(=O)/C=N/O | 5% | -4% | -3% | 0% | 5% | -2% | -5 | 1% | -3% | -3% | 0.1%
Cc1noc(C)c1COc1ccc(C(=O)N2CCC(C(N)=O)CC2)cc1 | 3% | 3% | -7% | -3% | -13% | 2% | / | 0% | -1% | 9% | 0.3%
CCN(CC)CCNc1nc(-c2ccc(OC(F)F)cc2)c(C)s1 | ? | 0% | -29% | -5% | -11% | -1% | 6 | 0% | 0% | -4% | 0.1%
O=C(O)CSCC(=O)NCc1c(Cl)cccc1Oc1ccccc1 | 9% | 2% | -9% | 0% | -23% | -5% | 3 | 9% | -7% | 11% | -0.4%
COc1ccc(NC(=O)CN(C)C(=O)c2cc(C3CC3)nn2-c2ccccc2)cc1 | -19% | -1% | -26% | 1% | 28% | 3% | 5 | -17% | -2% | 1% | 0.1%
O=C(Nc1ccc2c(c1)OCCO2)NC1(C(F)(F)F)Oc2ccccc2O1 | 2.5µM* | 0% | 10% | ? | -11% | -4% | -3 | ? | -8% | 0% | 0.0%
O=C(COc1ccc(C(=O)Nc2ccc(Cl)cc2)cc1)NCc1ccccc1 | 2% | 2% | -4% | 16% | -2% | 1% | -2 | -8% | -1% | -7% | 0.2%
O=[N+]([O-])c1ccccc1/C=C/C=N/n1c(-c2ccc(Cl)cc2)n[nH]c1=S | 2% | -2% | -42% | 0% | -25% | -2% | 8 | 17% | 0% | 7% | -0.4%
Cc1ccc(Sc2ncnc3onc(C)c23)c(C)c1 | -22% | 0% | -6% | -3% | -7% | -5% | 0 | -4% | -11% | -3% | -0.1%

(continued)
SMILES | uPA generation | USP2a block | BRCA1 expr up | ELG1 genotoxic | a7 integrin act | S-ASM inh | TRPV1 ag | p53 reactivation | PTAP TSG101 blk | Eya2 phos inh | B2AR arrestin
COC(=O)[C@H](CCSC)NC(=O)Nc1ccc(C(C)C)cc1 | / | 1% | 41% | 0% | 16%[7.66 µM] | 20% | 29 | 3% | -3% | 3% | 0.4%
O=[N+]([O-])c1cccc(/C=N/Nc2nc(N3CCOCC3)nc(N3CCOCC3)n2)c1 | 11% | 1% | -40% | -8% | -16% | 1% | ? | 4% | -6% | -1% | -0.2%
O=C(NCCC1=CCCCC1)C1CCN(S(=O)(=O)N2CCOCC2)CC1 | / | 0% | 12% | -3% | 0% | -2% | 5 | 7% | 0% | -6% | 0.1%
Cc1c(NS(=O)(=O)c2cccc(C(=O)N3CCC(C(N)=O)CC3)c2)c(=O)n(-c2ccccc2)n1C | -1% | 1% | -4% | 5% | 20% | 2% | / | 0% | -1% | -2% | 0.0%
CCOC(=O)c1c(C)[nH]c(N=Nc2ccc(C)cc2C)c1C | 10% | 3% | 62% | ? | ? | -24% | 20 | 9% | -4% | -4% | ?
Cc1c(NC(=O)/C=C/c2cn(-c3ccccc3)nc2-c2ccc(F)cc2)c(=O)n(-c2ccccc2)n1C | -2% | -2% | -41% | 2% | -8% | -2% | -1 | 2% | 0% | -7% | -0.5%
COc1ccc(-c2sc3ccc(OC)cc3c2-c2ccc(OC)nc2)cc1 | 9% | 2% | -22% | 0% | 3% | -19% | / | 1% | -2% | -7% | 0.0%
CC(C)c1ccc(/C=N/NC(=O)CC(=O)NC2CCCCC2)cc1 | 5% | -1% | 0% | 6% | 14% | 0% | 3 | -2% | -1% | 0% | 0.1%
COc1cc(CCNc2ccc3nnc(-c4ccccc4)n3n2)cc(OC)c1OC | 13% | 0% | -28% | 12% | 14% | -6% | 11 | 0% | 2% | 7% | -0.1%
c1ccc(Cn2ccc(-c3cnc(-c4ccccc4)s3)n2)cc1 | -8% | 1% | ? | ? | 9% | 42%[activator] | 5 | ? | -1% | 3% | -0.9%
Cn1nc(CC(=O)N2CCN(c3ccccc3)CC2)c2ccccc2c1=O | 2% | -4% | -24% | -5% | 10% | 7% | 0 | -8% | -8% | -15% | -0.2%
CCCCN1C2=NCCCN2c2cc(C)c(C)cc21 | -9% | 3% | -7% | -4% | -69%[inhibitor] | 1% | 1 | 6% | -5% | 3% | -0.3%
O=C(Oc1cccnc1)c1cc(S(=O)(=O)N2CCCCC2)ccc1Cl | 4% | -1% | 3% | 2% | -4% | 0% | 2 | 5% | -3% | 12% | -0.2%
O=C(CCCc1ccccc1)Nc1cccc([N+](=O)[O-])c1 | -3% | 0% | 13µM* | ? | -9% | -1% | 19 | 16% | -2% | -3% | 0.4%
Cc1ccc(/C=c2/sc3nnc(-c4ccccc4Cl)n3c2=O)o1 | 2% | -5% | 14% | -3% | -13% | -1% | -1 | 8% | -1% | -7% | 3.1%
COc1ccc(OC)c(CNC(=O)CCCc2cn(C)c3ccccc23)c1 | 12% | -6% | -22% | -1% | 12% | 2% | -1 | -11% | -5% | 1% | 15%
CNC(=S)n1cnc(N)n1 | 5% | 7% | 25% | -12% | 14% | -7% | -5 | -3% | -9% | 0% | 0.4%

Screens (PubChem BioAssay)
